# Source: PubChem
# PglD DTNB – PglD (C. jejuni) enzyme inhibition. 360,000 tested, 0.098% active. inhibition, % at 12.5 µM. purified PglD enzyme, DTNB colorimetric CoA detection. AID 602405; in the data active = inhibition above about 16%, passing the limit was not always enough; inconclusive = no clear call, values can overlap the other calls; note: strong numbers were not always called active
# SIRT5 block – sirtuin-5 (human) deacylase inhibition; Q9NXA8; Purified SirT5, succinyl-peptide AMC, trypsin-coupled fluorescence; inhibition, % at 15 µM; 330,000 tested, 1.1% active; in the data active = inhibition above about 15%; inconclusive = no clear call, values can overlap the other calls
# Target sequence (Q9NXA8 whole entry, looked up): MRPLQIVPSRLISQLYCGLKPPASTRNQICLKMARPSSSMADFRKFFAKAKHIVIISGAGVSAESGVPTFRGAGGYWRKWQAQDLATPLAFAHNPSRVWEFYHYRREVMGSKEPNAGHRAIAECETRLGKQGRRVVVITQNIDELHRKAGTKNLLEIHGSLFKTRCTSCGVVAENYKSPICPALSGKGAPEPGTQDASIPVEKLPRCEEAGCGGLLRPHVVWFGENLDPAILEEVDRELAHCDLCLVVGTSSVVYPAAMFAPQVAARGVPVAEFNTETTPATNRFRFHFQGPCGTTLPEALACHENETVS
# S100A4 MyoIIA – S100A4-myosin IIA interaction inhibition | S100A4/TAMRA-MyoIIA peptide fluorescence polarization | inhibition, % at 10.7 µM | 360,000 tested, 0.14% active;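 active = mean inhibition of at least 70% across replicates, with every replicate also reaching that level; inconclusive = mean inhibition reaches 70% but some replicates fall short; inactive = mean inhibition below 70%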
# Target sequence (P26447 whole entry, looked up): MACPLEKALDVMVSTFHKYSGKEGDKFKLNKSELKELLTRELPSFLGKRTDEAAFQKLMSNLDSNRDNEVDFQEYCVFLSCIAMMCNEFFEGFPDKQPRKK
#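 Material: S100A4 monomer (human). Medium: Calcium-containing HEPES buffer, pH 7.2. Probe or stimulus: labelled myosin peptide probe, 5 nM. Compound dosing: one concentration per compound. Timing: polarization read 5 min after assay mix addition, stable 5–60 min. Benchmarks: DMSO as neutral control, TFP as positive control.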
# DENV2 CPE – protects cells from dengue virus 2 cytopathic effect; DENV2-infected cells, cytopathic effect rescue, plate reader; CPE inhibition, % at 9.99 µM; 350,000 tested, 1.7% active; AID 651640; in the data active = CPE inhibition above about 20%, passing the limit was not always enough; inconclusive = no clear call, values can overlap the other calls; tested in BHK-21 cells;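 note: 0% = median of neutral control wells and 100% = median of positive control wells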
# ERp5 block – inhibitors of human ERp5; AID 651711; Q15084; 350,000 tested, 0.05% active; ERp5 insulin aggregation, absorbance 650 nm, 90 min; inhibition, % at 9.99 µM;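 active = mean replicate inhibition above about 25%, with every replicate also reaching it, limit read from the data, passing the limit was not always enough; inconclusive = only one of those two criteria met; inactive = neither criterion met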
# Statin myotox sup – suppression of simvastatin myotoxicity | C2C12 myotubes + simvastatin, ATP luminescence, 48 h; scaled: DMSO 0, geranylgeraniol control 100 | rescue of ATP level, % at 7.49 µM | 330,000 tested, 0.78% active;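 active = mean ATP rescue above about 67%, or every replicate alone reaching that limit, limit read from the data, passing the limit was not always enough; inconclusive = no clear call, values can overlap the other calls; inactive = mean under the limit and some replicate under it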;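 note: myotubes were challenged with 10 µM simvastatin during compound exposure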
# E-sel inducer – induces E-selectin expression in human endothelial cells; P16581; HUVEC E-selectin immunofluorescence imaging; normalized: neutral wells 0, TNF-alpha wells 100; activation, % at 7.58 µM; 260,000 tested, 0.37% active;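 active = mean E-selectin-positive cell signal at least 10% of the positive control, reached in at least 60% of replicates, without over 20% cell loss; inconclusive = no rule given, readout overlaps actives, possibly toxicity-flagged; inactive = the rest, including those meeting only one limit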;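 note: in these data hits start at about 27%; measured in HUVEC primary endothelial cells; signal is the percent of cells scored E-selectin positive by PE staining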
# Target sequence (P16581 whole entry, looked up): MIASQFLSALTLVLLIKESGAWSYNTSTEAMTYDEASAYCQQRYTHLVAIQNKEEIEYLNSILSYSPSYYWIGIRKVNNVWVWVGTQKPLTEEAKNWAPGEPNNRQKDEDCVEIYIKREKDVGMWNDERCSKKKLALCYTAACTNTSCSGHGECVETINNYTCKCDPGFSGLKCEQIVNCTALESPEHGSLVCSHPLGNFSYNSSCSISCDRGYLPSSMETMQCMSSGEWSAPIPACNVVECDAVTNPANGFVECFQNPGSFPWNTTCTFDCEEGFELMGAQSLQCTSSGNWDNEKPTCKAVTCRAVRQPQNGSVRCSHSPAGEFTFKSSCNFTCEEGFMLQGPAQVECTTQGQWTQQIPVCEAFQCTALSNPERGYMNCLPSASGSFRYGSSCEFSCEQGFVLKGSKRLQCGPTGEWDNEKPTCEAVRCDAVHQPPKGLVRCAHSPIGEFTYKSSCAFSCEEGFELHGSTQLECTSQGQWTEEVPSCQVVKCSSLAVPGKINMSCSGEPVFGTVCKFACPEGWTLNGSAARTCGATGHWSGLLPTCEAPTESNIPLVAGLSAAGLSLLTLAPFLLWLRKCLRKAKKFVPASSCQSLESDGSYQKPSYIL
#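 System: HUVEC, human umbilical vein endothelial cells; quantity: 3,000 cells/well; buffer or medium: EGM-2 medium, gelatin-coated wells; dosing: single-point compound dose; detection: immunofluorescence imaging; evaluation: % PE-positive cells; benchmarks: TNF-alpha, DMSO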
# Starred values were filed as active, the others as inactive; u = inconclusive; x = not tested or not shown. Only part of the results is shown; count on the stated rates, not on these rows.
no.	Molecule	DENV2 CPE	ERp5 block	S100A4 MyoIIA	SIRT5 block	E-sel inducer	Statin myotox sup	PglD DTNB
1	O=C(N/N=C/c1ccc(C(=O)O)cc1)C(=O)N1CCCCCC1	4	-2	0	-8	-0.6	-5	-1
2	C/C(=N\NC(=O)c1ccncc1)c1cccnc1	8	2	-9	0	x	x	0
3	COc1cccc(CNC(=O)CCCn2nc(C)c3c(C)n(-c4ccccc4)nc3c2=O)c1	-6	x	-3	-1	-0.3	-11	11
4	O=C(C[C@H]1CC[C@@H](NC(=O)c2ccncc2)[C@H](CO)O1)NCc1ccncn1	-6	-3	2	-3	-0.2	x	x
5	COc1ccc(C2=CC(=O)CC(C)(C)C2)cc1	-16	5	-1	-1	0.2	12	0
6	COC(=O)CSc1nc2c(c(-c3ccc(O)cc3)c1C#N)CCCC2	-3	0	0	0	0.3	0	-10
7	Cc1ccc(C(=O)Nc2ccccc2N2CCCCC2)cc1	-2	-1	-5	-1	0.0	-52	-3
8	O=C(CSc1ccc2nnc(-c3ccccn3)n2n1)NCC1CCCO1 (centres undefined)	-7	5	-1	-1	-0.9	0	-1
9	O=C(NS(=O)(=O)Oc1ccccc1F)OC[C@@H]1CCCN2CCCCC12 (some centres undefined)	-1	-1	13	-10	1.6	7	-3
10	C[C@H](CO)N1C[C@H](C)[C@@H](CN(C)S(=O)(=O)c2cccs2)OCCCC[C@H](C)Oc2ccc(NS(=O)(=O)c3cn(C)cn3)cc2C1=O	-6	-10	-42	0	x	x	-1
11	COc1cccc(Nc2nc(C(N)c3ccccc3)cs2)n1 (centres undefined)	u	0	-1	0	0.4	-28	-1
12	CCCC(=O)Nc1ccc2c(c1)OC[C@H](C)NC[C@@H](C)[C@H](OC)CN(C)C2=O	16	1	-6	1	0.3	9	-3
13	CS(=O)(=O)N1CCc2cc(S(=O)(=O)NCCNS(=O)(=O)c3ccc4c(c3)CCN4S(C)(=O)=O)ccc21	5	-5	-17	-1	53*	-4	9
14	CC(=O)c1sccc1NC(=O)c1ccccc1C(=O)O	7	-9	-5	-5	2.5	x	2
15	Cc1noc(C)c1S(=O)(=O)Nc1ccc2c(c1)C(=O)N([C@H](C)CO)C[C@H](C)[C@H](CN(C)Cc1ccc(C(=O)O)cc1)OCCCC[C@@H](C)O2	50*	-2	-8	0	0.0	x	6
16	C[C@@H]1CN([C@@H](C)CO)C(=O)c2cccc(NC(=O)c3nc4ccccc4s3)c2O[C@@H]1CN(C)Cc1ccc(Oc2ccccc2)cc1	-7	3	0	4	-3.7	5	11
17	CSCCCNC(=S)N1CCc2ccccc2C1	0	2	-3	13	-0.9	7	2
18	COc1ccc(CN(C)C[C@H]2OCCCC[C@H](C)Oc3ccc(NS(=O)(=O)c4ccc(Cl)cc4)cc3C(=O)N([C@@H](C)CO)C[C@@H]2C)cc1	30*	1	1	6	x	x	3
19	Cc1cccc(C(=O)NCCC(=O)Nc2ccc(F)c([N+](=O)[O-])c2)c1	-5	2	-3	0	x	-8	-2
20	c1ccc(-c2cc(-c3nc4ccccc4[nH]3)c3ccccc3n2)cc1	-2	4	2	x	x	x	x
21	O=C(CCN1C(=O)/C(=C/c2ccc(Cl)cc2)SC1=S)Nc1cccnc1	u	3	-2	0	x	-1	-2
22	Cn1ccnc1C(=O)c1cc(SCC(=O)N2CCOCC2)nc2ccccc12	-9	1	-2	1	-3.7	x	x
23	COc1cc(OC)cc(-c2c(C#Cc3ccsc3)c3cc(-c4ccc5c(c4)OCCO5)ccc3n2C)c1	-3	-2	1	x	1.0	-17	-6
24	C[C@H]1CN([C@@H](C)CO)C(=O)CCCn2cc(nn2)CO[C@H]1CN(C)Cc1ccc(-c2ccccc2)cc1	1	-5	3	-3	0.1	15	-1
25	Cc1cc(C)cc(OCCNC(=O)c2cc(S(=O)(=O)N3CCOCC3)ccc2F)c1	2	2	1	17*	0.5	-15	-2
26	O=C(C[C@@H]1C[C@H]2c3cc(NC(=O)c4ccc5c(c4)OCO5)ccc3O[C@H]2[C@H](CO)O1)NCC1CC1	5	-3	13	-4	0.3	-2	0
27	CCC1OC2(C)OC(=N)C1(C#N)C(C#N)(C#N)C2c1ccccc1 (centres undefined)	u	5	19	-18	18	x	x
28	Cc1ccc(NC(=O)C2CCCC2)cc1S(=O)(=O)N1CCOCC1	-4	1	-1	-2	-0.1	0	-7
29	COc1ccc(-n2nnnc2C(c2ccccc2OC(F)(F)F)N2CCN(C/C=C/c3ccccc3)CC2)cc1 (centres undefined)	1	0	-5	1	-0.2	-3	4
30	COCC(=O)Nc1ccc2c(c1)[C@H]1C[C@@H](CC(=O)NCc3ccc(Cl)cc3)O[C@@H](CO)[C@H]1O2	-2	x	x	x	-0.3	1	-1
31	CCCC(=O)Nc1ccc2c(c1)OC[C@@H](C)N(CCC(F)(F)F)C[C@@H](C)[C@@H](OC)CN(C)C2=O	5	-1	-1	6	-0.1	1	-2
32	Cc1oc(-c2ccccc2)cc1C(=O)Nc1cccc(/C=C\C(=O)O)c1	-3	-6	-6	-2	x	x	x
33	CCCC#Cc1ccc([C@@H]2[C@H](CO)N3C(=O)CN(C(=O)Nc4cc(F)ccc4F)C[C@@H]23)cc1	6	0	14	3	0.3	x	x
34	COc1ccc(N(CC(=O)Nc2ccccc2OC)S(=O)(=O)c2ccc(NC(C)=O)cc2)cc1	-6	-3	-8	-2	0.7	2	-3
35	CC(=O)N1c2ccccc2N=C(c2ccc3c(c2)OCO3)C1C(=O)NCc1ccccc1 (centres undefined)	3	-3	0	x	1.4	x	x
36	O=C(NCCOc1ccc(F)cc1)C1CCC(=O)N(CCc2ccccn2)C1 (centres undefined)	2	0	-10	-4	-0.2	x	2
37	COc1ccc(S(=O)(=O)Nc2ccc3c(c2)C(=O)N([C@@H](C)CO)C[C@H](C)[C@@H](CN(C)C(=O)Nc2c(C)noc2C)OCCCC[C@@H](C)O3)cc1	3	4	-3	6	0.1	-1	0
38	C[C@H]1CN([C@@H](C)CO)C(=O)c2cccc(NS(=O)(=O)c3cn(C)cn3)c2O[C@H]1CN(C)C	-1	-1	4	3	5.5	-7	-1
39	COc1ccc(S(=O)(=O)N(C)C[C@@H]2Oc3ccc(NC(=O)Cn4cnnn4)cc3C(=O)N([C@@H](C)CO)C[C@@H]2C)cc1	0	-1	3	8	-1.8	x	-1
40	Cc1noc(C)c1NC(=O)N(C)C[C@H]1OCCCC[C@@H](C)Oc2ccc(NC(=O)C3CCCCC3)cc2C(=O)N([C@H](C)CO)C[C@H]1C	10	-4	-5	-1	0.1	x	0

# One compound at a time, from the list above.
# `Cc1noc(C)c1NC(=O)N(C)C[C@H]1OCCCC[C@@H](C)Oc2ccc(NC(=O)C3CCCCC3)cc2C(=O)N([C@H](C)CO)C[C@H]1C` in the list: DENV2 CPE = 10; ERp5 block = -4; S100A4 MyoIIA = -5; SIRT5 block = -1; E-sel inducer = 0.1; Statin myotox sup = x; PglD DTNB = 0
# `COC(=O)CSc1nc2c(c(-c3ccc(O)cc3)c1C#N)CCCC2` in the list: DENV2 CPE = -3; ERp5 block = 0; S100A4 MyoIIA = 0; SIRT5 block = 0; E-sel inducer = 0.3; Statin myotox sup = 0; PglD DTNB = -10

# The list goes on:
no.	Molecule	DENV2 CPE	ERp5 block	S100A4 MyoIIA	SIRT5 block	E-sel inducer	Statin myotox sup	PglD DTNB
41	COCCn1nnnc1C(CC(C)C)N1CCN(c2nc3ccccc3s2)CC1 (centres undefined)	5	-3	2	x	x	x	x
42	Cc1ccc(Nc2cc(=O)[nH]c(=O)[nH]2)cc1C	2	1	-1	-1	x	13	2
43	C[C@H]1CN([C@@H](C)CO)S(=O)(=O)c2ccc(C#Cc3ccncc3)cc2O[C@H]1CN(C)C(=O)c1ccncc1	3	-1	-2	1	-0.1	39	-6
44	Cc1cc(C)nc(NS(=O)(=O)c2ccc(NC(=O)c3ccc(O)cc3O)cc2)n1	-2	4	0	0	0.1	20	3
45	Cc1ccc2c(NCc3ccco3)nc(NC(C)C)nc2c1	u	1	-4	-5	6.4	x	x
46	Cc1cc(C)cc(NC(=O)CN(C)CC(=O)N(CC(C)C)c2c(N)n(CC(C)C)c(=O)[nH]c2=O)c1	u	-4	-5	-5	25	0	-2
47	CCN(CC)C(=O)/C(=C/c1cn(S(=O)(=O)N(C)C)c2ccccc12)NC(=O)c1ccc(OC)cc1	2	0	-7	0	x	x	x
48	O=S(=O)(c1cc(Cl)c(Cl)cc1Cl)N1CCN2CCCC2C1 (centres undefined)	19	2	2	8	x	-7	3
49	Cc1ccccc1OCCC(=O)N(Cc1ccccc1)c1c(N)n(Cc2ccccc2)c(=O)[nH]c1=O	-3	-2	0	-3	0.0	x	1
50	CN(CCNC(=O)C1CCN(c2ncnc3c2nc2n3CCCCC2)CC1)Cc1ccccc1	6	2	1	1	x	-10	-4
51	Cc1ccc2cc3cc(C(=O)NCc4ccco4)oc3nc2c1	x	1	0	-15	x	x	-1
52	Cc1cc(C)c2c(=O)n3c(nc2c1)C(Cc1ccc(O)cc1)NC(=O)c1cccnc1-3 (centres undefined)	-5	-2	2	3	0.5	1	-3
53	C[C@H](CO)N1C[C@H](C)[C@H](CN(C)C(=O)CN(C)C)Oc2cc(-c3ccncc3)ccc2S1(=O)=O	2	9	u	-1	-0.1	-8	4
54	Cc1ccc(C)n1NC(=O)c1ccc([N+](=O)[O-])cc1	1	-5	12	-3	-1.6	-3	4
55	CN(C)/N=C/c1ccc([N+](=O)[O-])cc1[N+](=O)[O-]	6	-4	-2	-1	0.0	x	x
56	O=C(CSc1nnc(-c2ccccc2)o1)N1CCCCC1	6	3	-2	x	-0.2	4	2
57	CCc1ccc(OC)c(S(=O)(=O)NCCOc2ccccc2)c1	2	-3	0	-6	x	-9	-4
58	N#Cc1c(Cl)cccc1N1CCCC1	0	-3	1	-2	-0.3	-14	-5
59	CCc1ccc(NC(=S)NC2CC3CCCC(C2)N3Cc2cccs2)cc1 (centres undefined)	-5	0	0	0	x	-34	-3
60	O=C(CN1CCN(C(=O)c2ccco2)CC1)Nc1ccccc1	2	-2	-2	-6	x	-9	-5
61	Nc1nc(Nc2cccc(F)c2)nc(NCc2ccco2)c1[N+](=O)[O-]	2	3	1	1	0.0	x	2
62	Cc1cccc(C)c1NC(=S)NC(=O)CCc1ccccc1	x	-5	-8	-2	x	-17	6
63	CC(=O)N1CCN(C(=S)Nc2ccc(Oc3ccccc3)cc2)CC1	3	0	1	1	x	3	0
64	CSc1cccc(NC(C)C(=O)NCc2ccccc2)c1 (centres undefined)	7	-6	-3	0	x	x	x
65	COC(=O)Cc1c(-c2[nH]c3ccccc3c2CC(=O)OC)[nH]c2ccccc12	5	-1	-11	x	1.1	x	x
66	CC=Cc1ccc2n(c1=O)C[C@H]1[C@H](CO)[C@@H](C(=O)NCC3CC3)[C@@H]2N1CCC (mixture of isomers)	9	-2	-1	-2	-1.5	-2	-3
67	C[C@@H]1CN([C@@H](C)CO)C(=O)CCCn2nncc2CO[C@H]1CN(C)Cc1ccccc1O	-12	3	-11	-1	-0.1	x	x
68	N#CC(c1cccc([N+](=O)[O-])c1)C(CC(=O)c1ccccc1)c1ccccc1 (centres undefined)	13	-3	-7	-1	-0.2	x	2
69	CSCCC(NC(=O)c1ccccc1Cl)C(=O)N1CCC1 (centres undefined)	-3	-4	-2	-11	-2.3	-15	x
70	Cc1ccc(Nc2nc(N)c([N+](=O)[O-])c(NCCO)n2)cc1	0	-3	1	-4	x	x	5
71	C[C@H](CO)N1C[C@H](C)[C@H](CN(C)C(=O)c2ccccc2F)Oc2ncc(-c3ccccc3)cc2C1=O	x	5	-1	0	0.2	6	2
72	CCC(=O)Nc1cccc(-c2cn3cccc(C)c3n2)c1	-1	2	3	-7	x	x	7
73	Cn1c(=O)c2cc(S(=O)(=O)NC(C(=O)Nc3cccnc3)c3ccccc3)ccc2n(C)c1=O (centres undefined)	-8	1	1	x	0.0	7	x
